High-throughput results as filed in PubChem BioAssay.
GLP-1R agonist: activates the human GLP-1 receptor | P43220 | HEK293 GLP-1R CRE-luciferase, luminescence, 4-6 h; cells express a hypersensitive GLP-1R form | Potency, µM (doses to about 45.6 µM), for inactives: top-dose activation, most hits filed as activators | 380,000 compounds, 0.007% hits | AID 624172; also: potency is read from the fitted curve at half-maximal effect; % of control where 0% means no effect
D3 antag: blocks the human D3 dopamine receptor; D3R cells, DiscoveRx beta-arrestin luminescence, antagonist mode; active compounds read low; AID 652054; P35462; 360,000 compounds, 2.5% hits; max response, negative = inhibition, %; in the data active = max response below about -50%; inconclusive = no clear call, values can overlap the other calls; also: % is scaled to controls: 0 for no effect and ±100 for the full control effect; mostly tested at two doses, the higher about 12 µM
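Cells plated overnight at 1500 cells/well, then exposed to library compounds with dopamine controls for 90 minutes at 37 degrees C. DiscoveRx reagent added for 30–60 minutes at room temperature; luminescence read, quantitative HTS format.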
IL-2 act: activators of IL-2; IL-2 activation reporter assay, cell-based qHTS; stimulated with anti-CD3/CD4/CD28 beads; in transgenic mouse T cells; activation, % (series mostly up to about 46 µM); 360,000 compounds, 0.065% hits; AID 652025; in the data active = activation above about 50%; inconclusive = mostly about 30% to 49%; also: 0% is about no effect
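Using fluorescent plate cytometry, EGFP and DsRed are detected in transgenic mouse T cells stimulated 18 h at 37 degrees C with antibody-coated beads after 60 min compound pretreatment.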
GLP-1R inv ag: inverse agonists of human GLP-1 receptor | P43220 | HEK293 GLP-1R CRE-luciferase, luminescence, 24 h; GLP-1R form is constitutively active | Potency, µM (top dose mostly 38.3 µM), inactives show at the highest dose activity change, negative = inhibition, most hits filed as inhibitors | 410,000 compounds, 1.6% hits | AID 624417; also: potency is read from the fitted curve at half-maximal effect; % is scaled to controls: 0 for no effect and ±100 for the full control effect; nearly all actives have a fitted effect of over 55% in size
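Seeding at 200 cells/uL, 12 h culture, 24 hr compound treatment, then luciferase reagent and a luminescence read; cells are HEK293 stably expressing a constitutively active GLP-1R plus cAMP-responsive luciferase.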
PI5P4Ka inh: inhibitors of human PI5P4K alpha | P48426 | PI5P4Kalpha enzyme, ADP-Glo luminescence, 60 min; active compounds read low | max response, % | 330,000 compounds, 1.2% hits; active = max response of -50% or lower; inconclusive = between -30% and -50%; inactive = -30% or higher; also: value at the top dose of about 77 µM; % is scaled to controls: 0 for no effect and ±100 for the full control effect
Target sequence (P48426 whole entry, looked up): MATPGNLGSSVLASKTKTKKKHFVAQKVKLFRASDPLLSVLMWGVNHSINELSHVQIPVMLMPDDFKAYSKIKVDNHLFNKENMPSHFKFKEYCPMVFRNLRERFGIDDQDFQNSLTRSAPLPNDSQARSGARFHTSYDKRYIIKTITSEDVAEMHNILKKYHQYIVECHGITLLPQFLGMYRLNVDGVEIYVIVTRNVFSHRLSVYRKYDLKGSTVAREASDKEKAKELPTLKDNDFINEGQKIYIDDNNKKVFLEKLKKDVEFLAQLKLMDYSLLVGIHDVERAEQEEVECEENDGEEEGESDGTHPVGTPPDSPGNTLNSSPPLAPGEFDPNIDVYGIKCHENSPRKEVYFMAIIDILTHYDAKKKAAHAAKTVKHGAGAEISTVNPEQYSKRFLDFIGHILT
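Luminescence from ADP-Glo served as readout of PI5P4Kalpha activity in a qHTS format. Reaction: enzyme, substrate, compound, ATP at 5 microM final, 60 min at RT.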
PLK1 PBD inh: blocks phosphopeptide binding to human PLK1 polo-box domain | 360,000 compounds, 2.8% hits | P53350 | Potency, µM, inactives show max response, negative = inhibition, hits mostly inhibitors | Plk1 PBD binding of FITC phosphopeptide, fluorescence polarization | AID 720504; also: potency is read from the fitted curve at half-maximal effect; series mostly up to about 57 µM; % is scaled to controls: 0 for no effect and ±100 for the full control effect; nearly all actives have a fitted effect of over 65% in size
Target sequence (P53350 whole entry, looked up, the tested form may be a part): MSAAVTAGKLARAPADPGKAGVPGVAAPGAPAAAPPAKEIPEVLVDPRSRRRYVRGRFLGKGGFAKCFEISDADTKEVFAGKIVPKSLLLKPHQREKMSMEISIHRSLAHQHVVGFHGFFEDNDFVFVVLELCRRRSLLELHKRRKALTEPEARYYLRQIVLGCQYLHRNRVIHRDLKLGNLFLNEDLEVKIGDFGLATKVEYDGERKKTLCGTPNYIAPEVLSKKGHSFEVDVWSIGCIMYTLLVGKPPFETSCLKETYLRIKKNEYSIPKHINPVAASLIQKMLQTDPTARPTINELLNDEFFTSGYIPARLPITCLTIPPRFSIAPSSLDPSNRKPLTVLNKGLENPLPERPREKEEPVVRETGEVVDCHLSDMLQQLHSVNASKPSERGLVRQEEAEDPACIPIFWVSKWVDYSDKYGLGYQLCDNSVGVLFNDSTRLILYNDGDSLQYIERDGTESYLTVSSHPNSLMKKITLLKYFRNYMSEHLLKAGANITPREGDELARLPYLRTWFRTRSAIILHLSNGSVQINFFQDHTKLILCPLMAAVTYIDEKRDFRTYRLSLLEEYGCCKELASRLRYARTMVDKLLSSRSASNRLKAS
D3 ag: D3 dopamine receptor (human) agonism. P35462. D3R DiscoveRx beta-arrestin cells, luminescence, 90 min. max activation, %. 410,000 compounds, 0.58% hits; in the data active = max activation above about 30%; also: 0% is about no effect; mostly tested at two doses, the higher about 12 µM
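Agonist mode: compounds and dopamine controls were applied to plated cells for 90 min at 37 degrees C after an overnight attachment at 1500 cells/well. Luminescent read-out followed 30 - 60 minutes at room temperature with DiscoveRx detection reagent.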
GLP1R cytotox: cytotoxic in the GLP-1 receptor inverse agonist counter-screen; HEK293 cAMP-luciferase reporter cells, luminescence, 24 h; Potency, µM (doses to about 38.3 µM), for inactives: top-dose activity change, negative = inhibition, hits mostly inhibitors; 410,000 compounds, 0.13% hits; AID 624418;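 also: loss of luciferase light is scored as toxicity; potency is read from the fitted curve at half-maximal effect; % is scaled to controls: 0 for no effect and ±100 for the full control effect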
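Cells in DMEM/10% Nu serum/1% pen-strep, 1536-well format. Pre-incubated 12 h, dosed with 23 nL compound, incubated a further 24 h. Luciferase detection, 12 min at room temp, luminescence.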
WRN inhibitor: WRN helicase (human) inhibition; Q14191; WRN helicase unwinding, fluorescent forked duplex, kinetic; Potency, µM (doses to about 114 µM), for inactives: at the top dose activity change, negative = inhibition, usual class: inhibitors; 360,000 compounds, 0.46% hits; AID 651768; also: potency is read from the fitted curve at half-maximal effect; % is scaled to controls: 0 for no effect and ±100 for the full control effect; nearly all actives have a fitted effect of over 55% in size
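Screening of the MLSMR collection measured strand separation of a quenched forked DNA duplex (100 nM) by 20 nM WRN with 2 mM ATP, all final. Compounds were preincubated with enzyme 15 min at room temperature.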
* = called active by the depositor; u = inconclusive; x = no result given; [ ] = another dose, or the depositor's remark. Unless noted, calls follow the shape of the dose curve; as a rule, active = well fitted curve in the direction sought with a large enough effect; inconclusive = small, poorly fitted or top-dose-only effect, or another doubt; inactive = no such curve, though single readings can be large; an effect the other way counts as inactive or inconclusive.

SMILES | GLP-1R agonist | D3 antag | IL-2 act | GLP-1R inv ag | PI5P4Ka inh | PLK1 PBD inh | D3 ag | GLP1R cytotox | WRN inhibitor
O=c1[nH]cnc2nc(-c3ccccc3)c(-c3ccccc3)nc12 | -5% | -27 | -1.2 | 1% | -2 | -17% | -1 | -2% | -7%
CCOC(=O)c1nnn(CC(=O)N2N=C(c3cccc4ccccc34)CC2c2ccccc2)c1C(=O)OCC (stereo not given) | -3% | -8 | -2.2 | -19% | -5 | -5% | 8 | -12% | -2%
COc1ccc(NS(=O)(=O)c2ccc(NC(=S)NC(=O)c3cccc(F)c3)cc2)nn1 | -8% | -30 | -2.6 | 3% | -4 | u | 16 | -4% | -8%
OC(c1ccc(Cl)cc1)c1ncc(-c2cccc(F)c2)[nH]1 (stereo not given) | 8% | 21 | 0.2 | -28% | 7 | -3% | -10 | -6% | -5%
Cc1ccc(C)c(S(=O)(=O)N2CCCOC2CNC(=O)C(=O)NCCc2ccco2)c1 (stereo not given) | -4% | 0 | -0.6 | u | 0 | -7% | 2 | 10% | -6%
CCC(=O)OC1(C)C(=O)C=C2C=C(c3ccsc3)OC=C2C1=O (stereo not given) | -2% | 3 | -2.0 | 17% | -73* | 27µM* | 9 | -24% | u
CCc1nc(SCC(=O)Nc2ccc(N(C)C)cc2)c2ccccc2n1 | 11% | 5 | 0.2 | u | 2 | 0% | 0 | -37% | 11%
FC(F)(F)c1cc(N2CCN(Cc3ccccc3)CC2)c2ccccc2n1 | 5% | 6 | -0.9 | 3% | -1 | -7% | -4 | 3% | -10%
COc1ccc(CCNc2nc(-c3ccc(OC)c(OC)c3)cc(C(F)(F)F)n2)cc1OC | 11% | x | x | -21% | x | x | 38* | -15% | x
COc1ccc2cc(Br)ccc2c1CC(=O)N(C)C | 3% | 5 | -0.1 | 2% | 0 | -3% | 1 | 2% | 7%
O=C1C2C3CCC(C3NCc3ccccc3)C2C(=O)N1Cc1ccccc1 (stereo not given) | -6% | 13 | 2.1 | u | 11 | 11% | 6 | 0% | -8%
Cc1cc(Br)ccc1NC(=O)C1CCN(C(=O)c2ccco2)CC1 | 7% | -2 | 1.7 | u | 5 | -6% | -6 | u | -1%

Complete entries as entered above. Order of screens: GLP-1R agonist | D3 antag | IL-2 act | GLP-1R inv ag | PI5P4Ka inh | PLK1 PBD inh | D3 ag | GLP1R cytotox | WRN inhibitor
COc1ccc2cc(Br)ccc2c1CC(=O)N(C)C in the list: 3% | 5 | -0.1 | 2% | 0 | -3% | 1 | 2% | 7%
O=c1[nH]cnc2nc(-c3ccccc3)c(-c3ccccc3)nc12 in the list: -5% | -27 | -1.2 | 1% | -2 | -17% | -1 | -2% | -7%

(next part)
SMILES | GLP-1R agonist | D3 antag | IL-2 act | GLP-1R inv ag | PI5P4Ka inh | PLK1 PBD inh | D3 ag | GLP1R cytotox | WRN inhibitor
CCOC(=O)C(C)Sc1nc(N)c(NC(=O)c2ccc(OC)c(OC)c2)c(=O)[nH]1 (stereo not given) | 2% | -15 | -4.2 | 12% | 2 | -5% | 1 | 2% | -4%
CCCc1noc2c1C(c1cc(Br)ccc1F)C(C#N)=C(N)N2 (stereo not given) | 6% | 5 | -1.1 | u | -3 | -14% | 0 | -24% | -22%
O=c1c2ccccc2cnn1Cc1n[nH]c(=S)n1-c1ccc(F)c(Cl)c1 | 5% | -5 | -0.3 | 3% | 1 | -6% | -2 | u | 0%
O=C(COc1ccccc1F)NC1CCN(Cc2ccccc2)CC1 | 2% | -65* | 2.4 | 10% | x | -1% | -45 | -11% | 13%
CC1=C(C(=O)OC(C)C)C(c2ccc(Br)s2)NC(=O)N1C (stereo not given) | 7% | u | -2.8 | -25% | 0 | -7% | 1 | 12% | 2%
Cc1ccc(C)c(S(=O)(=O)Nc2ccc(C(=O)N3CC(C)OC(C)C3)cc2)c1 (stereo not given) | -5% | -2 | 1.9 | -7% | -2 | 8% | 2 | 4% | -4%
O=C(Nc1c(-c2ccccc2)[nH][nH]c1=O)c1ccc2c(c1)OCO2 | x | -12 | 0.0 | 10% | 2 | u | -3 | 7% | 5%
O=Cc1cc2ccccc2nc1SCc1ccc(Cl)c(Cl)c1 | 20% | -17 | -0.5 | 0% | 3 | -12% | -8 | u | -8%
Cc1ccc(NC(=O)CCC(=O)c2cc(C)sc2C)nc1 | 0% | 9 | 0.5 | 15% | -25 | -5% | -4 | -6% | -5%
CCC(C)NC(=O)C1CN(S(=O)(=O)c2ccccc2)CCN1S(=O)(=O)c1ccccc1 (stereo not given) | -12% | 21 | 0.6 | -15% | -2 | 0% | 2 | -15% | 6%
COCCCn1c(C(=O)N2CC(C)OC(C)C2)cc2c(=O)n3cccc(C)c3nc21 (stereo not given) | -5% | 18 | -5.1 | 4% | 0 | 2% | 3 | 3% | -2%
Cc1ccc(CN(C(=O)COc2ccc([N+](=O)[O-])cc2)C2CCS(=O)(=O)C2)o1 (stereo not given) | 1% | 7 | -2.1 | 3% | 2 | -9% | 4 | -4% | -1%
O=c1oc2ccccc2c2oc3cc(O)c(O)cc3c12 | 13% | -14 | 4.7 | 75%[activator] | -64* | -24% | 6 | 4% | 45µM*
Cn1nc(C(C)(C)C)cc1C(=O)O | -2% | -2 | -0.3 | 2% | -7 | -11% | -3 | 14% | 0%
COC(=O)C1(C(=O)OC)NOC2C(=O)N(c3ccccc3)C(=O)C21 (stereo not given) | -8% | 18 | 1.9 | 9% | x | 0% | 1 | 9% | 5%
CCCCCn1c(CN2CCN(C)CC2)nc2c1c(=O)n(C)c(=O)n2C | -6% | -6 | -2.1 | -6% | -2 | -2% | -5 | 2% | 5%
CSc1ccccc1C(=O)NC(C)c1ccc(-n2ccnc2)cc1 (stereo not given) | 4% | 10 | -2.9 | 2% | -13 | -6% | 0 | -1% | 5%
O=C(NCC(c1ccco1)N1CCN(c2ccccc2)CC1)C(=O)NC1CCCCC1 (stereo not given) | -16% | 3 | -2.3 | -15% | 0 | -1% | 37* | 9% | 4%
Cc1cccc(-c2nc3ccccc3c(=O)n2N)c1 | -2% | 0 | 0.1 | 12% | 1 | u | 3 | 7% | 0%
O=C(Nc1nnc([C@H]2C[C@H](O)[C@@H](CO)O2)s1)Nc1cccc2c1CCCC2 | -3% | 24 | 0.1 | -9% | -5 | -16% | 8 | 2% | -3%
Cc1ccc([C@@H]2C3COCC=C3C(C#N)=C(N)C2(C#N)C#N)o1 (stereo not given in full) | -11% | 12 | -1.5 | 1% | x | -29% | 6 | 58%[activator] | u
O=C(NC1CCN(C(=O)Nc2cccc(F)c2)CC1)c1ccco1 | 9% | -23 | -0.1 | 3% | 1 | -13% | -5 | 2% | 1%
O=C(Nc1ccccc1)c1ccc(=O)n(Cc2cccc(Cl)c2)c1 | 6% | -24 | 3.3 | u | 9 | -13% | -10 | 9% | 6%
O=C(Nc1cccc(F)c1)c1ccc(S(=O)(=O)N2CCOCC2)cc1 | 2% | -30 | -2.2 | -13% | 3 | -3% | -10 | 4% | 1%
Cc1ccc(NC(=O)CNC(=O)c2ccc(C)s2)nc1 | 3% | 6 | -0.6 | 18% | -10 | 0% | 1 | 1% | 3%
CC(C)c1nc(SCC(=O)c2ccc(F)cc2)c2ccccc2n1 | 0% | 4 | -0.5 | u | 9 | u | 5 | -7% | 5%
COc1ccc(OCC(=O)N/N=C\c2ccco2)cc1 | -11% | 5 | -2.0 | 3% | -3 | -5% | 1 | 6% | 1%
COc1cc(NC(=O)CSc2nc3cc(C)ccc3cc2C)c(C(=O)O)cc1OC | -5% | -18 | -0.4 | 12% | -8 | -14% | 2 | 0% | -27%
Cn1ccnc1C(O)c1ccco1 (stereo not given) | -2% | -15 | -3.8 | 6% | x | -6% | -6 | 28% | -5%[57.1 µM]
Cc1nn(-c2cccc(Cl)c2)nc1C(=O)Nc1cccc(C(=O)NC2CC2)c1 | 1% | 45 | 0.7 | -23% | -1 | 1% | 3 | -11% | 2%
COC(=O)c1ccsc1NC(=O)c1ccccc1 | 20% | 3 | -1.3 | 19% | 3 | -1% | 1 | -27% | -1%
Cc1ccc2cc(/C=C3\N=C(c4ccccc4)OC3=O)c(N3CCOCC3)nc2c1 | 2% | -2 | -0.2 | -1% | 6 | -22% | -2 | 3% | 4%
C#CCSc1nc2sc3c(c2c(=O)n1-c1cccc(OC)c1)CCN(C(C)=O)C3 | 3% | x | x | 13% | x | x | 5 | -12% | x
CC(NC(=O)CSc1nnc(COc2ccccc2)o1)c1ccccc1 (stereo not given) | -2% | -6 | 0.2 | u | -2 | 1% | -6 | u | 2%
CC(/C=C1\SC(=S)N(NS(=O)(=O)c2ccccc2)C1=O)=C\c1ccccc1 | -1% | 10 | -0.8 | -28% | u | 0% | 15 | -8% | -1%[11.6 µM]
Nc1nnnn1/N=C/c1cccc(Oc2ccccc2)c1 | 7% | -25 | -1.5 | 53%[activator] | 0 | -1% | 1 | 3% | -2%
C=C(C)COc1ccc(-c2n[nH]c(C)c2-c2ccccc2OC)c(O)c1 | 0% | 15 | -0.8 | u | 13 | -3% | 5 | u | -11%
O=C(O)CCC(=O)OCC1CCCCC1 | -5% | -7 | -0.6 | 49%[activator] | 5 | -1% | 1 | -14% | 4%
C=CCn1c(CSCc2ccccc2)nnc1SCC(=O)NCc1ccccc1 | 1% | -20 | -0.1 | u | -9 | -14% | -9 | -6% | 5%
Cn1cnc(S(=O)(=O)N2CCCCC2c2cc(C(=O)NCc3ccc(Cl)c(Cl)c3)no2)c1 (stereo not given) | 5% | 0 | -0.6 | -68% | -2 | -17% | -8 | -40% | -9%
O=C(COC(=O)c1ccccc1OCc1ccccc1Cl)NCC1CCCO1 (stereo not given) | 20% | 5 | 0.4 | u | -6 | 1% | -11 | 1% | 5%
CSc1ccccc1C(=O)Nc1cc(C)ccc1C | 10% | -1 | -0.1 | -5% | -2 | -13% | -1 | -5% | 9%
COc1ccc(NC(=O)CCc2c(C)nc3c(c2C)c(=O)n(C)c(=O)n3C)cc1OC | 0% | x | x | 15% | x | x | 5 | 1% | x
Cc1ccc(S(=O)(=O)n2oc(=O)c(C3CCCCC3)c2N)cc1 | 11% | -5 | 0.9 | -16% | 9 | -3% | 4 | -4% | -4%
